Statin myotox sup – suppression of simvastatin myotoxicity; C2C12 myotubes + simvastatin, ATP luminescence, 48 h; scaled: DMSO 0, geranylgeraniol control 100; rescue of ATP level, % at 7.49 µM; 0.78% of 330,000 active;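 active = mean ATP rescue above about 67%, or every replicate alone reaching that limit, limit read from the data, passing the limit was not always enough; inconclusive = no clear call, values can overlap the other calls; inactive = mean under the limit and some replicate under it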;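 also: myotubes were challenged with 10 µM simvastatin during compound exposure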
miR122 inh – miR-122 inhibition in Huh7 cells. Huh7 miR-122 Renilla luciferase sensor, 48 h; neutral wells = 0, positive control = 100. activation (reporter increase), % at 12.5 µM. 0.3% of 340,000 active;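 active = mean replicate activation score at least 90 and every replicate individually at or above 90; inconclusive = only one of the two criteria met; inactive = neither criterion met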;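 also: higher luciferase means less miR-122 activity so hits act as miR-122 inhibitors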
INS-1E GSIS act – GLuc luminescence reporter in INS-1E cells, primary screen for activators of glucose-dependent secretion of insulin; 0.61% of 370,000 active; activation, % at 16.6 µM; INS-1E GLuc reporter insulin secretion, 2-3 h; AID 743287;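 active = lowest replicate activation of at least 40%, so every replicate reaches that level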;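 also: 0% = median of neutral control wells and 100% = median of IBMX positive control wells; some compounds called inactive have numbers as strong as hits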
PGC1a acetyl inh – modulators of PGC1a acetylation; AID 651687; U2OS PGC1a acetylation, AlphaScreen anti-acetyl-lysine; with virally co-expressed GCN5 acetyltransferase; inhibition, % at 15.6 µM; 0.17% of 350,000 active;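 active = every replicate shows inhibition of at least 40%; inconclusive = mean inhibition at least 40% but some replicate below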;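 also: 0% = neutral control wells and 100% = positive control wells; some results beyond the cut were filed as inactive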
Cneo AK release – Cryptococcus neoformans lysis via adenylate kinase release. C. neoformans lysis, adenylate kinase release luminescence, 4 h; normalised: neutral wells 0, clomiphene wells 100. lysis activity, % at 15 µM. 0.2% of 360,000 active. AID 651654;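 active = mean lysis activity across replicates of at least 80%, whatever share of replicates individually reach that level; inactive = mean lysis activity below 80%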
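Material – log-phase Cryptococcus neoformans yeast cells · Input – 5 × 10^6 yeast cells/mL · Medium – fresh YPD growth medium · Doses – single compound concentration per well · Timing – static 4 h at 37 °C with compound, 1 h detection · Detection – adenylate kinase release luminescence · Read-out – signal increase indicating cell lysis · Control set – Clomiphene as positive lysis control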
FN deposition inh – fibronectin deposition inhibition. 0.086% of 350,000 active. AH1F fibroblasts, Alexa488-fibronectin deposition fluorescence, overnight. inhibition, % at 12.6 µM. AID 743247;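 active = mean inhibition across replicates of 30% or more, regardless of how many single replicates reach that level; inconclusive = mean under 30% yet at least half of replicates reach 30%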;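 also: positive control wells lacked labelled fibronectin entirely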
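Test system: AH1F fibroblast monolayer depositing Alexa488-labelled fibronectin into matrix. Input: 10000 cells per well. Technique: fluorescence, ex 485 nm, em 525 nm. Buffer or medium: DMEM plus 2% serum, read in PBS. Timing: 1 h cell adhesion before compound, then overnight fibronectin incubation. Compound: single dose, pinned. Read-out basis: inhibition from reduced deposited-fibronectin fluorescence.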
CFTR F508del cor – correctors of CFTR F508del function in bronchial epithelial cells. CFBE cells, YFP halide quenching; stimulated with forskolin plus potentiator P3; % fluorescence drop versus neutral controls. activity (quench increase), % at 7.58 µM. 0.36% of 350,000 active. AID 720511;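 active = mean added fluorescence quench of at least 8% versus neutral control, with both replicates also reaching 8%; inconclusive = only one of the mean or replicate conditions met; inactive = mean below 8% and not both replicates reaching 8%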;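 also: cells transiently co-express mutant CFTR-F508del with the halide-sensitive YFP; corrector assay measuring rescue of mutant channel to the surface after 24 h compound exposure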
PglD inh – blocks C. jejuni PglD acetyltransferase activity | 0.098% of 360,000 active | purified PglD enzyme, DTNB colorimetric CoA detection | inhibition, % at 12.5 µM | AID 602405; in the data active = inhibition above about 16%, passing the limit was not always enough; inconclusive = no clear call, values can overlap the other calls; also: strong numbers were not always called active
Starred values were filed as active, the others as inactive; ? = inconclusive; . = not tested or not shown; & = joins results of further samples; [ ] = remark or other dose.

SMILES	Statin myotox sup	miR122 inh	INS-1E GSIS act	PGC1a acetyl inh	Cneo AK release	FN deposition inh	CFTR F508del cor	PglD inh
CC1C=Cc2ccccc2N1C(=O)c1ccccc1 (stereo not drawn)	-7	0	42	0	-2	.	-3.5	-8
S=c1[nH]nc(-c2ccc(Cl)cc2)n1CC1CCCO1 (stereo not drawn)	-4	-5	.	0	-1	.	-0.3	5
C/C(=C1\SC(N2CCOCC2)=NC1=O)c1ccccc1	.	5	.	.	1	1	.	1
O=C(c1csc2c1CCCC2)n1cccn1	-6	9	5	-2	-2	-6	0.2	-2
COc1ccc(OC)c(-c2nc(CN3CCCCC3c3cccnc3)c(C)o2)c1 (stereo not drawn)	.	.	-3	-7	.	-3	1.2	.
CCCCSCCCNC(=O)Nc1cccc(OC)c1	-5	1	-15	3	3	.	-1.5	4
C[C@@H](O)C#Cc1ccc([C@@H]2[C@@H](CO)N3CCCCN(C(=O)c4ccc5c(c4)OCO5)C[C@@H]23)cc1	-6	12[16.7 µM]	0	-7	3	2	1.0	1
C[C@@H]1CN([C@H](C)CO)C(=O)Cc2cc(NC(=O)c3ccncc3)ccc2O[C@@H]1CN(C)C(=O)Nc1cccc2ccccc12	-26	-11[16.7 µM]	-3	-28	-4	-9	-4.9	-2
CC(C)NC1(C#N)CCN(Cc2ccccc2)CC1	6	.	-1	12	0	5	3.7	-6
COc1cc(OC)cc(C(=O)N2CCN(Cc3ccccc3[N+](=O)[O-])CC2)c1	.	.	-11	-3	.	5	1.2	.
C=CC(=O)N1C/C=C\C(c2ccc(OC)cc2)N(Cc2ccc(F)cc2)C(=O)C1 (stereo not drawn)	-5	.	25	.	2	2	1.0	4
O=C(Cc1cccc2ccccc12)Nc1ccc(-c2cc3ccccc3oc2=O)cc1	-14	-4	.	-15	4	.	.	-2
O=C1CN(CC(=O)N2CCCCC2)c2ccccc2O1	-3	-4	.	0	-11	.	.	-10
CCN(CC)CCn1cnc2c1c(=O)[nH]c(=O)n2Cc1ccccc1	1	.	16	.	0	-4	-5.1	-8
C[C@H](CO)N1C[C@H](C)[C@H](CN(C)C(=O)c2ccccc2)OCc2cnnn2CCCC1=O	-6&11&-8	0	2&-2	8&-1&-5	1&-3&2	3&-1	-0.3&-1.7&0.7	-9&6&-3
C[C@@H]1CN([C@@H](C)CO)S(=O)(=O)c2ccc(C#CC3CC3)cc2O[C@H]1CN(C)C(=O)Cc1ccncc1	-12	-1[16.7 µM]	12	-2	0	-1	-1.5	2
Cc1cccc(-c2noc(Cc3ccccc3)n2)c1	6	-2	-22	-9	0	-1	.	1
Cc1cccc(NC(=O)CCC(=O)N/N=C/c2ccco2)c1C	.	0	18	2	-5	-4	.	0
Cc1cc(C)n(CC(=O)NC2CCCN(Cc3ccc(Cl)cc3)C2)n1 (stereo not drawn)	-8	2	-9	-5	1	17	-2.3	-1
CC1(C(=O)NCc2ccc(Cl)cc2)CCN1C(=O)Cc1ccc(Cl)cc1Cl (stereo not drawn)	2	4	-20	-10	7	-11	-1.1	-1
O=C(CCSc1ccccc1)Nc1nc2c(s1)CCCC2	23	8	6	6	4	.	.	-3
CC(=O)Nc1cc(-c2nn3c(C)nnc3s2)ccc1C	3	5	5	4	1	12	1.6	-3
CC12CCC(C(=O)Nc3ccncc3)(CC1O)C2(C)C (stereo not drawn)	1	.	9	8	.	2	0.3	.
CC(c1ccccc1)N1C(=O)C2C3CCC(C3)C2C1=O (stereo not drawn)	0	-1	13	3	0	-4	.	2
CC1CCCC(C)N1C(=O)COC(=O)CNC(=O)c1sc2ccccc2c1Cl (stereo not drawn)	0	.	5	.	0	4	-1.9	0
New compounds follow.
SMILES	Statin myotox sup	miR122 inh	INS-1E GSIS act	PGC1a acetyl inh	Cneo AK release	FN deposition inh	CFTR F508del cor	PglD inh
COc1ccc(NC(=O)N(C)C[C@H]2OCCCC[C@@H](C)Oc3ccc(NS(C)(=O)=O)cc3C(=O)N([C@H](C)CO)C[C@H]2C)cc1	.	4[16.7 µM]	-6	9	0	.	1.6	-5
O=[N+]([O-])c1ccc(Cc2ccccn2)cc1	-1	1	-1	5	4	-7	-1.0	-2
COc1ccc(Cl)cc1C(=O)OCC(=O)c1ccc[nH]1	-4	4	5	1	3	-7	2.6	-3
CC(C(=O)NCC1CCCO1)N(C(=O)c1snc(C(N)=O)c1N)c1ccccc1 (stereo not drawn)	-2	-10	.	.	-1	4	.	-8
Cc1c(NC(=O)c2cnc(Cl)c(Cl)c2)c(=O)n(-c2ccccc2)n1C	-1	8	6	-15	-1	5	2.2	-1
CC(NC(=O)c1cccs1)C(S)c1ccccc1 (stereo not drawn)	9	3	-3	-12	1	0	-1.6	-5
COc1ccc2c(c1)OC(O)(C(F)(F)F)CC2=O (stereo not drawn)	-11	.	-4	-1	1	.	.	6
CC1C(=O)Nc2ccccc2N1C(=O)c1ccc(F)cc1F (stereo not drawn)	-8	-4	14	.	-3	-3	1.4	5
C[C@@H]1CN([C@H](C)CO)C(=O)c2cc(NC(=O)Nc3ccc(C(F)(F)F)cc3)ccc2O[C@@H]1CN(C)C	2	1[16.7 µM]	14	8	0	-1	2.0	4
COc1ccc(CCn2c(=N)c(C(=O)NCC3CCCO3)cc3c(=O)n4ccccc4nc32)cc1OC (stereo not drawn)	-4	-7	9	19	.	4	-1.0	.
Cc1ccc(C)c(CC(=O)N2CCCC(c3cc(C(=O)Nc4ccccc4Cl)no3)C2)c1 (stereo not drawn)	7	-3	-27	-10	3	-7	1.9	2
COc1ccc(CN(C)C[C@@H]2Oc3ccc(NS(=O)(=O)c4ccc(C)cc4)cc3CC(=O)N([C@H](C)CO)C[C@H]2C)cc1	?	3[16.7 µM]	-10	-5	14	.	2.2	8
Cc1ccc(-c2n[nH]c(=O)c3ccccc23)cc1S(N)(=O)=O	11	.	9	.	2	-5	5.5	-2
CCOC(=O)c1ccc(NC(=O)C2(N3C(=O)c4ccccc4C3=O)CCCC2)cc1	0	-4	4	-1	-2	1	-0.3	3
Cc1noc(C)c1NC(=O)Nc1ccc2c(c1)CC(=O)N([C@H](C)CO)C[C@H](C)[C@@H](CN(C)C(=O)Nc1ccc3c(c1)OCO3)O2	-15	13[16.7 µM]	10	15	50	.	-1.2	0
C[C@H]1CN([C@@H](C)CO)C(=O)Cc2cc(N(C)C)ccc2O[C@@H]1CN(C)Cc1ccc(C(F)(F)F)cc1	0	17[16.7 µM]	-30	-3	.	.	1.1	.
COc1cccc(/C=C2\SC(=O)N(CCC(=O)NNC(=O)c3ccccc3Cl)C2=O)c1	.	1	97*	5	1	-8	.	-1
COc1ccc(CC(=O)n2nc(-c3ccccc3)nc2NCc2ccco2)cc1	3	-7	.	-10	1	0	.	-5
Cc1noc(C)c1S(=O)(=O)N(C)C[C@H]1Oc2ccc(NS(=O)(=O)c3ccc(F)cc3)cc2C(=O)N([C@H](C)CO)C[C@@H]1C	1	.	-12	.	4	5	1.5	2
CC(C)C1C(=O)N(Cc2cn(CCC3OCCO3)nn2)CCS(=O)(=O)N1Cc1ccc(-c2ccncc2)cc1 (stereo not drawn)	-6	1	-11	2	1	-7	-2.1	-2
COc1ccccc1N1CCN(C(=O)c2cccc(S(=O)(=O)NCc3cccnc3)c2)CC1	-32	-7	-6	9	1	-1	-4.4	-2
Cc1ccc(C(C)C)cc1S(=O)(=O)Nc1cccnc1	6	380*	7	5	2	-1	0.2	-3
COc1cccc(NC(=O)CCP(C)(=O)O)c1	4	-1	.	4	0	.	.	-9
CC(C)COc1ccc(C(=O)NNC(=O)CCC(=O)c2cccs2)cc1	2	.	-18	.	-6	3	-4.7	-5
CCOC(=O)N1CCN(C(=O)c2ccc(NC(C)=O)cc2)CC1	16	-3	-6	-2	8	.	.	-1
Next section:
SMILES	Statin myotox sup	miR122 inh	INS-1E GSIS act	PGC1a acetyl inh	Cneo AK release	FN deposition inh	CFTR F508del cor	PglD inh
C=CCc1cc(C)ccc1OCCOCCC(C(=O)OCC)C(=O)OCC	-1	-1	-31	-13	.	6	1.0	.
Clc1ccc(Cl)c(-c2nn3c(COc4ccccc4)nnc3s2)c1	.	0	.	-15	7	.	.	-3
CCCCN(C)CCCNC(=O)c1cccc(N2CCCC2=O)c1	-6	5	.	1	4	18	.	-1
CCOc1ccc(NC(=O)c2ccncc2)cc1	.	5	.	2	0	.	.	-5
CCN(CC)S(=O)(=O)c1ccc2c(c1)NC(=O)C1CCCN21 (stereo not drawn)	17	-8	3	7	0	-3	1.4	3
CO[C@@H]1CC[C@@H]2CCOc3c(C#N)cccc3C(=O)N(C)CCCC(=O)N(C)C[C@H]1O2	-3	.	16	2	7	-8	0.4	-10
COc1ccccc1-n1nnnc1SCC(=O)N(CC(C)C)C1CCS(=O)(=O)C1 (stereo not drawn)	-8	.	19	.	12	4	-0.1	0
NS(=O)(=O)c1ccc(NC(=S)Nc2ccc(OCc3ccccc3)cc2)cc1	.	1	1	-9	.	-13	2.9	.
CC1C(=O)Nc2ccccc2N1C(=O)C1CC1 (stereo not drawn)	-4	.	0	.	-1	.	.	-3
COc1ccc(N2CCCC2)c(NC(=O)c2ccc([N+](=O)[O-])o2)c1	-22	2	26	.	-1	1	1.4	-1

An excerpt from above in order of number of heavy atoms, largest number first.
SMILES	Statin myotox sup	miR122 inh	INS-1E GSIS act	PGC1a acetyl inh	Cneo AK release	FN deposition inh	CFTR F508del cor	PglD inh
CO[C@@H]1CC[C@@H]2CCOc3c(C#N)cccc3C(=O)N(C)CCCC(=O)N(C)C[C@H]1O2	-3	.	16	2	7	-8	0.4	-10
COc1ccccc1-n1nnnc1SCC(=O)N(CC(C)C)C1CCS(=O)(=O)C1 (stereo not drawn)	-8	.	19	.	12	4	-0.1	0
NS(=O)(=O)c1ccc(NC(=S)Nc2ccc(OCc3ccccc3)cc2)cc1	.	1	1	-9	.	-13	2.9	.
C=CCc1cc(C)ccc1OCCOCCC(C(=O)OCC)C(=O)OCC	-1	-1	-31	-13	.	6	1.0	.
CC(C)COc1ccc(C(=O)NNC(=O)CCC(=O)c2cccs2)cc1	2	.	-18	.	-6	3	-4.7	-5
CCCCN(C)CCCNC(=O)c1cccc(N2CCCC2=O)c1	-6	5	.	1	4	18	.	-1
CCOC(=O)N1CCN(C(=O)c2ccc(NC(C)=O)cc2)CC1	16	-3	-6	-2	8	.	.	-1
CCN(CC)S(=O)(=O)c1ccc2c(c1)NC(=O)C1CCCN21 (stereo not drawn)	17	-8	3	7	0	-3	1.4	3
Cc1ccc(C(C)C)cc1S(=O)(=O)Nc1cccnc1	6	380*	7	5	2	-1	0.2	-3
CCOc1ccc(NC(=O)c2ccncc2)cc1	.	5	.	2	0	.	.	-5
CC1C(=O)Nc2ccccc2N1C(=O)C1CC1 (stereo not drawn)	-4	.	0	.	-1	.	.	-3

Bioassay records (PubChem)
